Screening results from PubChem.
CD11b adhes enh: increases human CD11b/CD18 adhesion to fibrinogen; K562 CD11b/CD18 adhesion to fibrinogen, ATPlite luminescence; 93,000 compounds, 0.07% hits; AID 1499; activation, % at 10 µM;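 active = 10 µM primary screen giving 50% or more activity, confirmed by 40% or more on retest at that dose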; also: strong numbers were not always called active; reference of the scale not given here
Target sequence (P05107 whole entry, looked up, other chains not shown): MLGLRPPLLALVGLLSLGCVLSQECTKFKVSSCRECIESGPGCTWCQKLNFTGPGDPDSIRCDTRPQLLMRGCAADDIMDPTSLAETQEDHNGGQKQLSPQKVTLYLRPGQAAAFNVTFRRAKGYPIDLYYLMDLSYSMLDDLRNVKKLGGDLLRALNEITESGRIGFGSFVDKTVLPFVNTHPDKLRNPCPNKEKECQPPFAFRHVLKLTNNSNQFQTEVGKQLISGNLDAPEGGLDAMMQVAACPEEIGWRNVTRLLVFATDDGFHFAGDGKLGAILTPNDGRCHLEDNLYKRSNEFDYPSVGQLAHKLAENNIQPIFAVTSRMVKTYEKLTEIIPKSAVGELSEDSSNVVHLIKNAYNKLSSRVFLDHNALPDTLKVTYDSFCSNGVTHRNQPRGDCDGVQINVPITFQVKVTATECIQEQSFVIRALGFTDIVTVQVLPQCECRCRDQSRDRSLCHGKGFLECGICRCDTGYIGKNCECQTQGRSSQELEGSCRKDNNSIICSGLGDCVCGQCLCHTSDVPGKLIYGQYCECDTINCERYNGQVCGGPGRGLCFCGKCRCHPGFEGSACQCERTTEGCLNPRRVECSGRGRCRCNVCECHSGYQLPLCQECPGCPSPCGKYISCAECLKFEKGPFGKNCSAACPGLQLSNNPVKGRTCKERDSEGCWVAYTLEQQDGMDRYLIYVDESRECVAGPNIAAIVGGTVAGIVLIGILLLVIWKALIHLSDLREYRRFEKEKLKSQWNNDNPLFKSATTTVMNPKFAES
MT1-MMP txn act: MT1-MMP promoter transcription activation | HT1080 MT1-MMP promoter luciferase reporter, luminescence, overnight; active compounds read high | activation factor at 10 µM | 86,000 compounds, 0.16% hits;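 active = activation factor of at least 2 for MT1-MMP transcription at 10 µM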
Starred values were filed as active, the others as inactive. Some of the compounds tested; count on the stated rates, not on these rows.

#	mol	CD11b adhes enh	MT1-MMP txn act
1	COc1cccc(OCC(O)CN2CC(C)CC(C)C2)c1 (configuration not stated)	-5.6	1.2
2	CCc1ccc(NC(=O)c2cc(C)on2)cc1	2.5	0.5
3	CCN(CC)S(=O)(=O)c1ccc(C2CNC(=O)C2)cc1 (configuration not stated)	-1.6	1.1
4	CCOC(=O)c1oc2ccc(CNCCO)c(Cl)c2c1C	-1.4	1.8
5	COC(=O)c1ccc(C(=O)OC)c(NC(=O)CN2CCN(c3ccccc3OC)CC2)c1	2.9	1.1
6	COC(=O)C1=CN(CCCN2CCCC2=O)C=C(C(=O)OC)C1c1cccs1	-3.2	1.1
7	O=C(c1nc2nc(-c3ccccc3)cc(C(F)(F)F)n2n1)N1CCCCC1	2.2	1
8	Cc1nn(-c2cc(N3CCOCC3)ccc2N)c(=O)c2ccccc12	-1.8	1.1
9	CN(C)C(=O)CSc1nnc2sc3ccccc3n12	-8.0	1.1
10	Cc1ccccc1CS(=O)(=O)CCC(=O)NCCN1CCN(c2cccc(Cl)c2)CC1	-5.4	0.9
11	O=C(OCCN1C(=O)c2ccccc2C1=O)c1cc2ccccc2o1	-3.1	1.1
12	O=c1/c(=C/c2ccccn2)sc2n1CN(c1ccccc1)CN=2	-2.0	1.1
13	Cc1nc2ccc(S(=O)(=O)NCC(=O)O)cc2s1	4.5	1.5
14	CCOC(=O)Cn1nc(-c2ccccc2)ccc1=O	8.1	1.2
15	CCCSc1nc2c(cnn2-c2ccc(F)cc2)c(=O)[nH]1	6.0	1.1
16	CCCC(CCC)n1[nH]c(=O)c2c(C)cc(C)nc21	-1.5	1.1
17	CCOC(=O)Nc1ccc2c(c1)N(C(=O)OC)c1ccccc1CC2	1.0	1.1
18	CCc1nnc(SCC(=O)N2CCCc3ccccc32)nc1CC	2.8	0.9
19	COc1ccc(N(C(=O)C2CCCCC2)C2C=CS(=O)(=O)C2)c(OC)c1 (configuration not stated)	7.1	1.1
20	CCN1CCN(c2ccc(NC(=O)COc3ccccc3Cl)cc2)CC1	3.3	1.1
21	CCOC(=O)CNC(=O)CN1C(=O)CCSc2ccccc21	-3.0	1
22	O=C(O)CCCNc1ccc(S(=O)(=O)Nc2ccccc2C(=O)O)cc1C(=O)O	1.2	1.3
23	CC(=O)C1C(c2ccc(Cl)cc2)NC(=O)NC1(O)C(F)(F)F (configuration not stated)	-0.5	1.1
24	Cn1c(=O)n(C)c2cc(S(=O)(=O)O)ccc21	-4.7	1.3
25	COCCNC(=O)c1ccc2c(=O)n(CCOC)c(=O)[nH]c2c1	-1.1	1.1
26	O=C(O)CCN1C(=O)CC2(CCCCC2)C1=O	-2.6	1
27	O=C(CN(C(=O)CSc1nnc(COc2ccccc2)o1)c1ccc(F)cc1)NC1CCCCC1	4.8	1
28	Cc1ccc(Cn2ncn3c(cc4ccccc43)c2=O)cc1	-7.3	1.1
29	Cc1ccc(-n2nnc3c(=O)n(Cc4ccccc4C)cnc32)cc1	2.3	1
30	Cc1cc(C)n(Cc2ccc(C(=O)NCCC3=CCCCC3)o2)n1	1.7	1.2

From entry 1 to 24, as listed above:
#	mol	CD11b adhes enh	MT1-MMP txn act
1	COc1cccc(OCC(O)CN2CC(C)CC(C)C2)c1 (configuration not stated)	-5.6	1.2
2	CCc1ccc(NC(=O)c2cc(C)on2)cc1	2.5	0.5
3	CCN(CC)S(=O)(=O)c1ccc(C2CNC(=O)C2)cc1 (configuration not stated)	-1.6	1.1
4	CCOC(=O)c1oc2ccc(CNCCO)c(Cl)c2c1C	-1.4	1.8
5	COC(=O)c1ccc(C(=O)OC)c(NC(=O)CN2CCN(c3ccccc3OC)CC2)c1	2.9	1.1
6	COC(=O)C1=CN(CCCN2CCCC2=O)C=C(C(=O)OC)C1c1cccs1	-3.2	1.1
7	O=C(c1nc2nc(-c3ccccc3)cc(C(F)(F)F)n2n1)N1CCCCC1	2.2	1
8	Cc1nn(-c2cc(N3CCOCC3)ccc2N)c(=O)c2ccccc12	-1.8	1.1
9	CN(C)C(=O)CSc1nnc2sc3ccccc3n12	-8.0	1.1
10	Cc1ccccc1CS(=O)(=O)CCC(=O)NCCN1CCN(c2cccc(Cl)c2)CC1	-5.4	0.9
11	O=C(OCCN1C(=O)c2ccccc2C1=O)c1cc2ccccc2o1	-3.1	1.1
12	O=c1/c(=C/c2ccccn2)sc2n1CN(c1ccccc1)CN=2	-2.0	1.1
13	Cc1nc2ccc(S(=O)(=O)NCC(=O)O)cc2s1	4.5	1.5
14	CCOC(=O)Cn1nc(-c2ccccc2)ccc1=O	8.1	1.2
15	CCCSc1nc2c(cnn2-c2ccc(F)cc2)c(=O)[nH]1	6.0	1.1
16	CCCC(CCC)n1[nH]c(=O)c2c(C)cc(C)nc21	-1.5	1.1
17	CCOC(=O)Nc1ccc2c(c1)N(C(=O)OC)c1ccccc1CC2	1.0	1.1
18	CCc1nnc(SCC(=O)N2CCCc3ccccc32)nc1CC	2.8	0.9
19	COc1ccc(N(C(=O)C2CCCCC2)C2C=CS(=O)(=O)C2)c(OC)c1 (configuration not stated)	7.1	1.1
20	CCN1CCN(c2ccc(NC(=O)COc3ccccc3Cl)cc2)CC1	3.3	1.1
21	CCOC(=O)CNC(=O)CN1C(=O)CCSc2ccccc21	-3.0	1
22	O=C(O)CCCNc1ccc(S(=O)(=O)Nc2ccccc2C(=O)O)cc1C(=O)O	1.2	1.3
23	CC(=O)C1C(c2ccc(Cl)cc2)NC(=O)NC1(O)C(F)(F)F (configuration not stated)	-0.5	1.1
24	Cn1c(=O)n(C)c2cc(S(=O)(=O)O)ccc21	-4.7	1.3

The listing continues:
#	mol	CD11b adhes enh	MT1-MMP txn act
31	S=C(NCC1CCCO1)n1nnc2ccccc21 (configuration not stated)	-0.2	1
32	CC(C)=C(C#N)c1nc2ccccc2s1	1.8	1.2
33	CCOc1ccc(C2c3c(oc4cc(C)c(C)cc4c3=O)C(=O)N2CCCN(C)C)cc1OC (configuration not stated)	12.1	1.1
34	CCc1ccc(C2=Nn3c(nnc3-c3cccs3)SC2)cc1	-5.9	1
35	O=S1(=O)CC(O)C(Nc2ccccc2Cl)C1 (configuration not stated)	-1.7	1.1
36	Cc1ccc(S(=O)(=O)N(CC(=O)O)Cc2ccccc2)cc1	2.5	1.1
37	COc1ccc(NCc2ccc(OC)c(OC)c2)cc1	-5.5	1.2
38	CCCN(CCC)C(=O)CSc1nc2n[nH]c(C)c2c(=N)n1-c1ccc(OCC)cc1	4.8	1.2
39	COc1ccccc1-c1cc(C(=O)NCc2ccc(F)cc2)no1	-0.2	0.9
40	COc1ccc(N2C(=O)CCC(C(=O)Nc3ccccn3)C2c2ccc(OC)c(OC)c2)cc1 (configuration not stated)	11.7	1
41	Cc1cc(N/C(=N\S(=O)(=O)c2ccc(Cl)cc2)c2ccc(F)cc2)no1	-9.7	1
42	Clc1cccc2sc(N3CCCC3)nc12	6.5	1.5
43	O=C(CC1c2ccccc2Oc2ccccc21)NCc1ccco1	-4.6	1
44	O=C(Cn1[nH]c(=O)c2ccccc2c1=O)OCC(=O)N1CCCc2ccccc21	-4.4	1.1
45	OCCN(Cc1ccccc1)Cc1ccccc1F	-1.3	1
46	Cc1cccc(OCC(O)Cn2c(NCCCOC(C)C)nc3c2c(=O)[nH]c(=O)n3C)c1 (configuration not stated)	-4.2	1.2
47	CCOC(=O)c1cc2c(=O)[nH]ccc2nc1C	-1.3	1.2
48	Cc1ccc(-n2nnc3c(=O)n(CC(=O)OCc4ccccc4)cnc32)cc1	-0.5	1.1
49	CCN(CC)c1ccc(C2C(C(=O)OCCOC)=C(C)NC3=C2C(=O)CCC3)cc1 (configuration not stated)	2.4	1.1
50	CCOc1ccc(N2CC(C(=O)NCCC3=CCCCC3)CC2=O)cc1 (configuration not stated)	3.2	1.1
51	COC(=O)c1cc(=O)n(Cc2cccs2)c(=NCc2cccs2)s1	-2.2	1.3
52	COc1ccc(CCNC(=O)C2(C)CCC(=O)N2Cc2ccc3c(c2)OCO3)cc1OC (configuration not stated)	0.4	1.1
53	COc1ccc(N2C(C)=CS/C2=C(/C#N)c2nnc(N3CCOCC3)n2-c2ccccc2)cc1	2.3	1.1
54	O=C(CSCCc1ccccn1)Nc1ccccn1	-4.6	1
55	COc1ccc(-c2[nH]nc3c2C(c2ccccc2OC(=O)N2CCOCC2)C(C#N)=C(N)O3)cc1 (configuration not stated)	-3.1	1.2
56	COc1ccc(C(=O)CCN2CCCCCC2)cc1	2.1	1.2
57	O=C(NCc1ccc(Cl)cc1)c1cc(-c2ccco2)on1	4.7	1
58	O=C(Nc1ccc(Cl)cc1)N1CCN(c2ccc3nnc(-c4ccc(F)cc4)n3n2)CC1	19.3	1.2
59	CC(CN1CCCC(C(N)=O)C1)c1ccccc1 (configuration not stated)	2.9	1
60	Cc1nn2c(-c3ccncc3)nnc2c2ccccc12	0.1	1.1
61	CCn1c(=O)cc(OCC(=O)NCc2ccc(C)o2)c2ccccc21	13.2	1.2
62	CCOc1ccccc1NC(=O)CSc1nnc(-c2ccco2)o1	-3.5	1.1
63	O=C(CN1C(=O)C2C3C=CC(C3)C2C1=O)NCC1COc2ccccc2O1 (configuration not stated)	-2.7	1.1
64	CCN(CC)c1ccc(/C=N/n2nnnc2N)c(O)c1	-9.1	1.3
65	CCOC(=O)c1c(C)n(C)c2ccc(OCC(O)Cn3c(C)nc4ccccc43)cc12 (configuration not stated)	5.1	1.1
66	COc1ccc(-c2cc(C(=O)NCc3cccnc3)no2)cc1OC	-3.9	1
67	CCn1cc(C2=NOC(C(=O)O)C2)c(C)n1 (configuration not stated)	-4.9	1.1
68	COc1ccc(-c2cc(C(=O)Nc3cc(OC)c(OC)c(OC)c3)no2)cc1OC	7.4	1
69	CC1CCc2nn(CC(=O)NCc3ccc(F)cc3)cc2C1 (configuration not stated)	-5.3	1.1
70	O=C(NO)C1CC2C=CC1C2 (configuration not stated)	0.3	0.8
71	Cc1cc(C)n(CC(=O)n2c3c(c4ccccc42)CCCC3)n1	0.0	1.1
72	Cc1ccc(S(=O)(=O)NC(CC(=O)O)c2ccco2)cc1 (configuration not stated)	-2.5	1.2
73	O=C(Cn1ncn2cccc2c1=O)N1CCCCC1	-8.2	1
74	O=C(NCc1cccnc1)c1ccc2c(=O)n(CCCN3CCCC3=O)c(=S)[nH]c2c1	-0.4	1.1
75	CCC(=O)c1cc2c(C)cc(=O)oc2c(C)c1O	-1.7	1.2
76	COc1ccc(OC)c(S(=O)(=O)NCC2CCCO2)c1 (configuration not stated)	0.0	1.1
77	COc1ccccc1NC(=O)C1=C(C)NC2=C(C(=O)CCC2)C1c1ccc2c(c1)OCO2 (configuration not stated)	4.7	1.1
78	COCCn1c(SCc2ccc(C(=O)OC)o2)nc2ccccc2c1=O	-2.2	1.2
79	CCCCN(CC)C(=O)CSc1cc(=O)n(C)c2ccccc12	6.3	1
80	Cc1ccc(NC(=O)COC(=O)C2=COCCO2)cc1	-0.1	1.1
81	CC(C)CCNC(=O)C1CCN(c2nc3ccccc3o2)CC1	-4.0	1.1
82	CSc1nc2ccccc2n1CC(=O)Nc1c(C)n(C)n(-c2ccccc2)c1=O	-3.2	0.9
83	Cc1noc(C)c1S(=O)(=O)Nc1ccc(C(=O)NCc2ccccc2)cc1	1.1	1.2
84	COc1nc(-c2ccccc2)cc(-c2ccc(OC)c(OC)c2)n1	6.6	1.4
85	CN(c1ccc(C(=O)NC2CC2)cc1)S(=O)(=O)c1ccccc1	2.9	1.2
86	Cc1ccc(C)c(NC(=O)CCN2CC(C)OC(C)C2)c1 (configuration not stated)	-0.1	1.1
87	Fc1ccc(-c2nnc(NC3=NCCCCC3)o2)cc1	-4.8	0.2
88	O=C(CCN1C(=O)c2cccnc2C1=O)NC1CCCCCC1	-0.2	1.1
89	Nc1ccc(-c2nc3ccc(-c4nc5ccccc5o4)cc3[nH]2)cc1	-6.3	1.7
90	COc1ccc(C(N)=O)cc1N	-3.7	1.1

More records
#	mol	CD11b adhes enh	MT1-MMP txn act
91	COc1ccccc1-c1cc(C(=O)Nc2c(F)cc(F)cc2Br)no1	1.3	1
92	CCCOc1ccc(C2C(C(=O)c3ccc(C)o3)=C(O)C(=O)N2Cc2cccnc2)cc1 (configuration not stated)	-1.2	1.1
93	COc1cccc(NC(=O)CN2CCN(S(=O)(=O)c3ccc(C(C)C)cc3)CC2)c1	1.4	0.9
94	CCNC(=O)c1sc(=S)n(CC)c1N	-2.0	1.1
95	COc1ccc(C(O)Cn2c(=N)n(CCCN(C)C)c3ccccc32)cc1 (configuration not stated)	-5.1	1
96	O=C(O)CCS(=O)(=O)Cc1ccccc1F	-1.1	1.1
97	O=C(Nc1ccc2c(c1)OCCO2)c1ccco1	-5.8	0.9
98	O=C(NCCc1ccc(Cl)cc1)C1CCN(S(=O)(=O)N2CCC3(CC2)OCCO3)CC1	-0.6	1.2
99	COC(=O)C1=C(C)N(c2ccc(S(N)(=O)=O)cc2)C(=O)C1	-4.9	1.1
100	CCSC1(SCC)N=C(N)C2(C#N)C(c3ccccc3)NC(C)=C(C)C12C#N (configuration not stated)	5.6	1
101	Cc1cccc(-c2nnc(SCc3cc(=O)[nH]c4ccccc34)n2C)c1	1.5	1.1
